Bioassay records from PubChem.
G9a block – blocks human histone lysine methyltransferase G9a; G9a H3K9 monomethylation, AlphaScreen, 2 h; 8.8% of 350,000 active; Q96KQ7; Potency, µM (top dose mostly 102 µM), for inactives: at the highest dose activity, negative = inhibition, hits mostly inhibitors; also: potency is read from the fitted curve at half-maximal effect; % is scaled to controls: 0 for no effect and ±100 for the full control effect; nearly all actives have a fitted effect of over 75% in size
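Quantitative HTS format: methyltransferase activity on a biotin-tagged H3K9 peptide is measured by AlphaScreen, using a rabbit anti-monomethyl-H3K9 antibody with streptavidin donor and anti-IgG acceptor beads. Final levels are 20 nM enzyme, 500 nM peptide, 20 uM SAM; 2 h RT.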
Pol eta inh – inhibitors of human DNA polymerase eta; Q9Y253; recombinant Pol eta, fluorescent DNA replication assay; Potency, µM (top dose mostly 114 µM), for the others: top-dose activity change, negative = inhibition, usual class: inhibitors; 1.2% of 390,000 active; AID 588591; also: potency is read from the fitted curve at half-maximal effect; % is scaled to controls: 0 for no effect and ±100 for the full control effect
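Pol eta (10 nM) was preincubated with compounds for 15 min at room temperature, after which fluorescent replication substrate (50 nM final) was added to start the reaction. Fluorescence was read kinetically at 0 and 10 min.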
PI4K2A inh – blocks human PI4K2A kinase activity; purified PI4K2A, ADP-Glo luminescence, 1 h; active compounds read low; activity change, negative = inhibition, % at 76.9 µM; 0.13% of 420,000 active; AID 1346378; in the data active = activity change below about -50%; inconclusive = mostly about -30% to -49%;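 also: -100% = wells without enzyme as full effect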
Target sequence (Q9BTU6 whole entry, looked up): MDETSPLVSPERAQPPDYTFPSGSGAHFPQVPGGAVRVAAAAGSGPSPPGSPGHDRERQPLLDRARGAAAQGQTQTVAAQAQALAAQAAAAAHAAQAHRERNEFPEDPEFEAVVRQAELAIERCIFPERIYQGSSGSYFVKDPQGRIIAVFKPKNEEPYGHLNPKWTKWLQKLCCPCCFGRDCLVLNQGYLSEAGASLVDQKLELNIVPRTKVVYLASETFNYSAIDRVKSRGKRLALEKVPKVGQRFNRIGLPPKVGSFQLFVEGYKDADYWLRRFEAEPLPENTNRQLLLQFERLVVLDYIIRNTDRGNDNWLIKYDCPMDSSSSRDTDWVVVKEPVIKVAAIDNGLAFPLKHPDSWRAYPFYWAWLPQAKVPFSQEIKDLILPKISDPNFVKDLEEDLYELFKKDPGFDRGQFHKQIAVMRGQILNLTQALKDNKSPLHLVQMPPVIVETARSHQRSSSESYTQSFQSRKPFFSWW
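PI4K2A activity was measured by ADP-Glo luminescence: enzyme (4 ug/mL stock) and phosphatidylinositol (1.2 mM stock) in Tris pH 7.5/MgCl2/EGTA/Triton X-100 buffer were reacted with ATP (300 microM stock) for one hour at ambient temperature.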
HP1b chromo inh – inhibitors of HP1-beta chromodomain binding to methylated histone tails | P83916 | AlphaScreen HP1-beta / biotin-H3K9me3 peptide binding | Potency, µM (highest dose often 114 µM), for inactives: at the highest dose activity change, negative = inhibition, actives largely listed as inhibitors | 0.56% of 390,000 active | AID 540317; also: potency is read from the fitted curve at half-maximal effect; nearly all actives have a fitted effect of over 70% in size; inactives centre near 23
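HP1-beta protein (50 nM final) preincubated 30 min at room temperature with biotinylated H3(1-18)K9me3 peptide (50 nM) in PBS pH 7.4, 0.01% Tween-20, then compound added for 30 min. AlphaScreen streptavidin donor/nickel chelate acceptor beads (10 ug/mL final), 30 min dark, luminescence read.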
BAZ2B inh – BAZ2B (human) inhibition; Potency, µM (top dose mostly 114 µM), inactives show at the top dose activity change, negative = inhibition, most hits filed as inhibitors; 4.4% of 360,000 active; AlphaScreen BAZ2B-H3K14Ac peptide displacement; Q9UIF8; AID 504333; also: potency is read from the fitted curve at half-maximal effect; % is scaled to controls: 0 for no effect and ±100 for the full control effect; nearly all actives have a fitted effect of over 60% in size
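In this displacement format the biotinylated H3(5-23) peptide acetylated at Lys14 serves as ligand at 50 nM, with BAZ2B at 50 nM in PBS pH 7.4 containing 0.01% Tween-20. Donor and acceptor beads are 10 ug/mL final.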
Tb PGK inh – inhibitors of T. brucei phosphoglycerate kinase; Potency, µM (series often up to 57.5 µM), inactives show at the top dose activity change, negative = inhibition, most hits filed as inhibitors; P07378; PGK/GAPDH coupled, Kinase-Glo luminescence, 60 min; AID 602233; 0.043% of 380,000 active; also: potency is read from the fitted curve at half-maximal effect; % is scaled to controls: 0 for no effect and ±100 for the full control effect; nearly all actives have a fitted effect of over 60% in size
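Luminescent ATP detection (Kinase-Glo Plus) follows a 60-minute room-temperature incubation, with wells lacking PGK as controls. Buffer: 100 mM TEA (pH 7.6), 5 mM MgCl2, 0.01% Tween-20. Coupling enzyme GAPDH (100 nM final) supplies unstable 1,3-BPG in-well.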
GLS inhibitor – inhibitors of human glutaminase (GLS) | GLS enzymatic activity, qHTS titration | Potency, µM (highest dose often 45.5 µM), for the others: top-dose activity change, negative = inhibition, actives largely listed as inhibitors | 0.21% of 410,000 active | AID 624170; also: potency is read from the fitted curve at half-maximal effect; % is scaled to controls: 0 for no effect and ±100 for the full control effect
Target sequence (O94925 whole entry, looked up): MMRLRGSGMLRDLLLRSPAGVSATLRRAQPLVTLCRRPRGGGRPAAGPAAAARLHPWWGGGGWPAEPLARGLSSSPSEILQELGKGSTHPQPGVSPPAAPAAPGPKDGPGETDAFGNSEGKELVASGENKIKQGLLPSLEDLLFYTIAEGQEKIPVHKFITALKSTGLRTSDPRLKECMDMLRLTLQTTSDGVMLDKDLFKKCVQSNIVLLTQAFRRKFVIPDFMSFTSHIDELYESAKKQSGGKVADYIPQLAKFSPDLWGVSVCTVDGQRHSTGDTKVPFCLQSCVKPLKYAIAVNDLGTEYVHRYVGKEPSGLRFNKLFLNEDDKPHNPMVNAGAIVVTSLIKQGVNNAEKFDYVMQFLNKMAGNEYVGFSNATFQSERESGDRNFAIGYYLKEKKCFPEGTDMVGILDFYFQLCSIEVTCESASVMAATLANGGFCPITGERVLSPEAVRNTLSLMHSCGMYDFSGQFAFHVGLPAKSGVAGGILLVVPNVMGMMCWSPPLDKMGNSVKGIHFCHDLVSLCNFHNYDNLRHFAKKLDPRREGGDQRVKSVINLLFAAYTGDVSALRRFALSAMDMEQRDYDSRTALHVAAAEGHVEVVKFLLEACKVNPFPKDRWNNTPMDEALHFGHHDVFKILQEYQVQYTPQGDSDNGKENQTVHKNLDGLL
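Human kidney-isoform GLS in 45 mM KH2PO4 pH 8.2, 0.02% Tween-20, with compound, started with 1mM L-Glutamine (added stock). Glutamate oxidase/HRP/Amplex red coupled fluorescence read at start and after 30 min at RT.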
JMJD2A Tudor – JMJD2A Tudor domain (human) inhibition. O75164. 4.4% of 390,000 active. AlphaScreen JMJD2A-Tudor / H3K4me3 peptide binding. Potency, µM (highest dose often 114 µM), inactives show at the top dose activity change, negative = inhibition, most hits filed as inhibitors; also: potency is read from the fitted curve at half-maximal effect; % is scaled to controls: 0 for no effect and ±100 for the full control effect; nearly all actives have a fitted effect of over 50% in size
Pin1 inh – blocks the human prolyl isomerase Pin1. 0.009% of 390,000 active. AID 504891. Pin1 FP peptide displacement, HiFluor488, 10 min. Potency, µM (series often up to 115 µM), for the others: at the top dose activity, negative = inhibition, most hits filed as inhibitors; active = well fitted inhibition curve with a large enough effect in the polarisation, with a control signal flat, not every such curve was filed as active; inconclusive = small, poorly fitted or top-dose-only effect, or effect the other way, or a change in a side signal; inactive = no such curve, though single readings can be large or run the other way; the % refers to the polarisation; also: potency is read from the fitted curve at half-maximal effect; % is scaled to controls: 0 for no effect and ±100 for the full control effect
The depositor's hits bear a star; i = inactive; ? = inconclusive; / = not tested or not shown; [ ] = dose if it differs, or a comment. Unless noted, calls follow the shape of the dose curve; as a rule, active = well fitted curve in the direction sought with a large enough effect; inconclusive = small, poorly fitted or top-dose-only effect, or another doubt; inactive = no such curve, though single readings can be large; an effect the other way counts as inactive or inconclusive. Only part of the results is shown; the hit share may differ from the screen's.

SMILES	G9a block	Pol eta inh	PI4K2A inh	HP1b chromo inh	BAZ2B inh	Tb PGK inh	GLS inhibitor	JMJD2A Tudor	Pin1 inh
Cc1ccc2[nH]c3c(=O)n(CC(=O)N(C)c4cc(Cl)ccc4C)ncc3c2c1	-9%[59 µM]	-8%	-5	14%	7%[57.1 µM]	5%	9%	-15%	-3%
Cc1ccc(OCC(=O)Nc2ccc(S(=O)(=O)Nc3cc(C)on3)cc2)c(Br)c1	?	4%	-2	20%	-5%	-2%	27%	-8%	-3%
Brc1ccc(CN2CC[C@H]3C=CCc4cccc(c43)C2)cc1	12%[2.33 µM]	-25%	3	22%	-30%	-4%	8%	-33%	-1%
Cc1nc2nc(NC(=O)c3ccccc3F)[nH]n2c(=O)c1Cl	-22%[59 µM]	-15%	4	25%	-9%	-10%	-12%	-22%	-11%
CCCC(=O)Nc1ccc(OCC(=O)OC)cc1	8%[12.7 µM]	-7%	0	51%[activator]	9%	-6%	-4%	5%	3%
O=C(CSc1nnc(Cc2ccccc2)o1)Nc1cccc(F)c1	45%	3%	-1	24%	-10%	-3%	1%	4%	3%
S=C(NCCc1ccccc1)N/N=C/c1cccs1	/	-18%	-3	12%	/	-5%	3%	?	1%
COc1ccc(CNC(=O)C2CCN(S(=O)(=O)N3CCCC3)CC2)c(OC)c1	8%	-4%	-3	17%	19%[57.1 µM]	-4%	-6%	-11%	-3%
O=C(CSc1ccncc1)Nc1ccc2ccccc2c1	?	-17%	-1	23%	-26%	-3%	4%	-15%	25%
Cc1ccc(C)c(N2CN(Cc3cccnc3)CNC2=S)c1	14%[59 µM]	-3%	-3	17%	-4%	-5%	6%	-10%	2%
CCN1CCC(N(Cc2cccc(OC)c2)C(=O)Nc2ccc(C)cc2Cl)CC1	-29%[59 µM]	-17%	-7	31%	-2%	13%	1%	-16%	-2%
COc1ccc(OC)c(Nc2nc(N(C)c3ccccc3)nc(N)c2[N+](=O)[O-])c1	35µM*	-1%	4	-17%	?	-2%	-6%	?	-4%
CN(C)c1ccc(C2CC(c3cccc(NS(C)(=O)=O)c3)=NN2C(=O)c2ccccc2)cc1 (centres undefined)	/	-5%	-4	?	20µM*	-8%	1%	-25%[11.4 µM]	5%
CCOC(=O)C(C(=O)OCC)C1N=C(N)N=C2Oc3ccccc3N21 (centres undefined)	-7%[59 µM]	-6%	-6	18%	9%	1%[11.5 µM]	7%	-27%	?
Cc1cccc(N2CCN(C(=O)CCn3c(=O)c4cccn4c4cccnc43)CC2C)c1 (centres undefined)	-36%[59 µM]	-9%	-1	10%	-37%	10%	7%	-33%	?
COc1ccccc1N(CCC#N)C(=O)COC(=O)CCC(=O)c1ccc(F)cc1	?	-2%	0	29%	30%[activator]	3%	5%	-8%	-12%
COc1ccc(-c2cc3nc(C)c(C)c(N4CCN(C(=O)c5ccoc5)CC4)n3n2)cc1	/	-5%	-11	/	/	3%	2%	/	/
CC(C)CCNC(=S)NC1CCCC1	-8%	-10%	3	27%	-5%	-12%	-1%	-10%	-5%
Cc1nccn1CCCN1C(=O)OC2(CCCCC2)C1(C)O (centres undefined)	-6%[59 µM]	-12%	-2	-3%	0%	-2%	4%	-10%[11.4 µM]	-8%
Cc1ccccc1Cn1c2ccccc2c2cn[nH]c(=O)c21	-33%	-11%	6	21%	6%	5%	1%	-10%	-2%
O=C(Nc1ccccc1OC(F)F)c1ccc(Br)o1	13%[59 µM]	-21%	-2	39%[activator]	8%	-1%	4%	0%	-3%
O=C(Nc1ccc2nc(SCC(=O)N3CCOCC3)sc2c1)c1ccc(F)cc1	-7%[59 µM]	-7%	3	32%[activator]	-11%	2%	9%	-12%	3%
COc1ccccc1N1CCN(C(=O)c2ccc(Cl)c(S(=O)(=O)N3CCCC3)c2)CC1	?	12%	3	0%	/	i	12%	-20%	-8%
O=C(Nc1ccc(Cl)cc1)c1cc(S(=O)(=O)N2CCCCC2)ccc1N1CCOCC1	/	-25%	-4	/	/	-1%	1%	/	/
CCCN1CCC(NC(=O)C2CCN(C(C)=O)CC2)CC1	-7%	-11%	2	19%	-1%	i	-2%	1%	3%

(more compounds)
SMILES	G9a block	Pol eta inh	PI4K2A inh	HP1b chromo inh	BAZ2B inh	Tb PGK inh	GLS inhibitor	JMJD2A Tudor	Pin1 inh
CCc1nnc(NC(=O)CSc2nc(-c3ccccc3)nc3ccccc23)s1	-4%[59 µM]	-10%	3	34%	-1%	-13%	-12%	0%	3%
CNc1nc(SC)nc(N(C#N)CC(=O)OC)n1	?	2%	0	-4%	-5%	0%	4%	-36%	-12%
CSc1ncc2c(n1)-c1cc(C)ccc1SC2	-13%[59 µM]	?	-1	147%[activator]	0%	-1%	18%	34%[57.1 µM]	6%
COC(=O)c1ccc(C(=O)Nc2ccc(-c3nc4cc(NC(=O)c5ccc(C(=O)OC)cc5)ccc4o3)cc2)cc1	3%[59 µM]	-3%	-1	5%	-1%	-8%	-4%	-23%	4%
CCSc1ccccc1C(=O)NCCCn1ccnc1	20µM*	-15%	3	29%	3%	-9%	-7%	-31%	1%
O=C(COc1ccc(Br)cc1Cl)NC(=S)N1CCc2ccccc21	15%[59 µM]	-19%	-2	13%	11%	-5%	13%	-6%	15%
O=C(COC(=O)/C=C/c1ccc(S(=O)(=O)N2CCOCC2)cc1)NCc1ccc2c(c1)OCO2	2%	-7%	-3	-3%	/	i	0%	-22%[57.1 µM]	0%
N#Cc1ccccc1N/C=C/C(=O)c1ccc(Cl)cc1	/	-22%	0	9%	/	i	2%	-27%	7%
CCOc1ccc(N(CC)S(=O)(=O)c2cc(Br)cc3c2N(C(C)=O)C(C)C3)cc1 (centres undefined)	1.4µM*	-10%	-8	4%	-23%	i	-1%	-25%	11%
CNc1c(NS(=O)(=O)c2cc(Cl)ccc2OC)c(=O)oc2ccccc12	32%	-15%	2	24%	4%	-8%	54%[activator]	-7%	1%
Cc1onc(-c2c(Cl)cccc2Cl)c1C(=O)N=C(N)N1CCCC1	3%	-22%	3	44%[activator]	-2%	-3%	-9%	-3%	-4%
COc1ccc(C(=O)Nc2ccccc2)cc1S(=O)(=O)NCc1ccco1	-16%	-4%	-3	-26%	-20%	-3%	3%	-26%	-5%
N#CCCN(C(=O)COC(=O)c1ccc2ccccc2n1)c1ccccc1	8%[2.33 µM]	-4%	-2	23%	-4%	-4%	-1%	-8%	-9%
CC(=O)c1cccc(NC(=O)c2ccc(N(C)S(C)(=O)=O)cc2)c1	39%[59 µM]	-7%	-6	13%	0%	-1%	4%	-24%	3%
CCCCC1=CC2=C(c3ccco3)C(=O)C(C)(OC(=O)c3ccc(OC)cc3)C(=O)C2=CN1C(CO)CO (centres undefined)	-28%[59 µM]	-9%	-16	-9%	-37%	4%	0%	?	?
Cc1ccc(SCCC(=O)Nc2nccs2)cc1	-1%	-13%	0	20%	/	i	1%	?	0%
COc1ccc(OC(=O)c2cccc(S(=O)(=O)N3CC(C)OC(C)C3)c2)cc1 (centres undefined)	23%[2.33 µM]	?	-2	19%	0%	-7%	1%	-26%	-4%
COC(=O)c1ccccc1NC(=O)c1ccccc1SC	8.9µM*	-3%	-2	40%[activator]	62%[activator]	4%	11%	26%	-6%
COc1ccccc1NC(=O)c1c(C)nc2ccccc2c1C(=O)O	/	-6%	6	9%	-11%	2%	0%	-12%	-3%
COc1cc(C(=O)Nc2nnc(C(F)(F)F)s2)c([N+](=O)[O-])cc1OC	-15%	-3%	-2	34%	?	/	14%	-22%	-2%
O=C1c2ccccc2-c2cccc(C(=O)N3CCN(C(=O)c4ccccc4)CC3)c21	31%[12.7 µM]	-11%	-12	23%	-16%	6%	0%	-4%	-1%
O=C(CCc1ccccc1)NNC(=O)C1CCCCC1	9%	-6%	1	15%	-1%[57.1 µM]	-4%	3%	-4%	-1%
Cc1cc2c(n1-c1ccc(Cl)cc1)CC(C)(C)CC2=O	-9%[12.7 µM]	-2%	2	-7%	?	-6%	-3%	?	1%
C[C@@H]1CN([C@@H](C)CO)C(=O)c2cc(C#Cc3ccccc3)cnc2O[C@@H]1CN(C)Cc1ccccn1	/	-3%	-1	/	/	-2%	-5%	/	/
N#C/C(=N\Nc1ccc(Cl)c(Cl)c1)C(=O)C1CC1	/	-21%	1	?	45µM*	-5%	24%	50µM*	-13%

(cont.)
SMILES	G9a block	Pol eta inh	PI4K2A inh	HP1b chromo inh	BAZ2B inh	Tb PGK inh	GLS inhibitor	JMJD2A Tudor	Pin1 inh
N#CCNC(=O)C1CC(=O)N(CCc2ccc(F)cc2)C1 (centres undefined)	/	-7%	-1	13%	-7%	-10%	7%	-13%	-4%
O=C(N/N=C\c1ccc(Cl)s1)c1ccc(Cn2cccn2)o1	10%[59 µM]	2%	-2	-10%	8%	i	?	50µM*	-2%
CCOC(=O)c1ccc(CNCc2ccc(C)cc2)cc1	21%[59 µM]	-7%	4	17%	2%	-1%	3%	-5%	-24%
CCc1nnc(NC(=O)CN2CCOCC2)s1	-24%	-6%	-1	-3%	6%	-5%	3%	?	-2%
COCCCN1C(=O)C(=O)/C(=C(/O)c2ccc(S(=O)(=O)N3CCOCC3)cc2)C1c1ccc(C(C)C)cc1 (centres undefined)	/	-6%	-2	16%	-12%	-1%	9%	1%	-1%
COc1cc(C(C)=O)ccc1COc1ccc(C(=O)OCC(=O)NC(C)(C)C)cc1OC	8%	-19%	3	12%	-5%	5%	12%	-20%	0%
CCN1C(=O)[C@H]2[C@@H](c3ccc(C)cc3)N3C(=O)N(c4ccccc4)C(=O)[C@@]3(CC)[C@H]2C1=O	-8%	-4%	1	38%	-4%	-6%	-2%	-7%	1%
C(=N/Nc1nccs1)/c1cccnc1	-37%	-22%	1	28%	/	i	-5%	-27%	-1%
